TSHR antagonist = Antagonists of the Thyroid Stimulating Hormone Receptor: HTS campaign; actives 0.2% (n = 330,000); TSHR-expressing cells, TSH-stimulated cAMP HTRF, 2 h; active compounds read low; AID 504810, 2011; activity change, negative = inhibition, % at 11.5 µM; Thyrotropin receptor (Homo sapiens), P16473;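 active = activity change below a set negative limit, meaning inhibition stronger than a set level, cut at about -70% in these data; inconclusive = activity change between two set negative limits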; also: % is scaled to controls: 0 for no effect and ±100 for the full control effect
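Cell-based HTRF cAMP assay; TSHR cells + compound, TSH EC80 (4nM final), 2 h, 37 deg C. Lysis with anti-cAMP cryptate and cAMP-d2, 30 min RT, read 665/620 nm.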
Eya2 phos inh = qHTS Assay for Inhibitors of the Phosphatase Activity of Eya2; Protein phosphatase EYA2 (Homo sapiens), O00167; recombinant Eya2, OMFP fluorescence dephosphorylation (OMFP is methylfluorescein phosphate); Potency, µM (highest dose often 76.9 µM), for the others: at the highest dose activity, negative = inhibition, most hits filed as inhibitors; actives 0.006% (n = 330,000); AID 488837, 2010; also: potency is read from the fitted curve at half-maximal effect; % is scaled to controls: 0 for no effect and ±100 for the full control effect
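Eya2 (0.2 uM) preincubated 10 min at ambient with compound, then OMFP substrate added at 50 uM; 10 min reaction in 50 mM HEPES pH 7.5, 50 mM NaCl, 5 uM MgCl2, 0.05% BSA, 1 mM DTT. Fluorescence read at Ex 485/Em 525 nm.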
AT treatment = qHTS Assay for Identifying a Potential Treatment of Ataxia-Telangiectasia | […] A-T fibroblasts, KAP-1 phosphorylation AlphaLISA; neocarzinostatin DNA damage 30 min before lysis | Potency, µM (series often up to 57.5 µM), without a hit: top-dose activation, hits mostly activators | actives 0.19% (n = 320,000) | AID 485349, 2010; also: potency is read from the fitted curve at half-maximal effect; % of control where 0% means no effect; nearly all actives have a fitted effect of over 45% in size
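hTERT-immortalized A-T patient fibroblasts ([…]), 500 cells/well in OPTI-MEM, 1% FBS, got compounds for 60 min, then NCS for 30 min at 37C. Lysates were then assayed for phospho-KAP-1 by AlphaLISA (anti-pKAP1 donor, anti-KAP1 acceptor beads), 6 hr at 25C.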
ELG1 repair inh = qHTS screen for small molecules that inhibit ELG1-dependent DNA repair in human embryonic kidney (HEK293T) cells expressing luciferase-tagged ELG1. HEK293T ELG1-luciferase reporter, luminescence, 16 h; DNA damage induced by 5-fluorouridine. Potency, µM (titrated, usually from 46.1 µM), for inactives: at the highest dose activity change, negative = inhibition, most hits filed as inhibitors. actives 2.3% (n = 330,000); also: potency is read from the fitted curve at half-maximal effect; % is scaled to controls: 0 for no effect and ±100 for the full control effect; nearly all actives have a fitted effect of over 55% in size
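5-Fluorouridine DNA damage + compound/DMSO, 2,000 cells/well, 16 h, 37 °C/5% CO2. ONE-Glo, 30 min RT, luminescence. Readout = decrease in reporter signal.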
KCNH2 WT inh = qHTS for Inhibitors of KCHN2 3.1: Wildtype qHTS | U2OS, BacMam KCNH2, thallium flux FluxOr; active compounds read low | activity change, % at 1.84 µM | actives 0.37% (n = 340,000);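 active = maximum activity change below -70%; inconclusive = maximum activity change between -70% and -50%; inactive = maximum activity change above -50%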; also: % is scaled to controls: 0 for no effect and ±100 for the full control effect
Target sequence (Q12809 whole entry, looked up): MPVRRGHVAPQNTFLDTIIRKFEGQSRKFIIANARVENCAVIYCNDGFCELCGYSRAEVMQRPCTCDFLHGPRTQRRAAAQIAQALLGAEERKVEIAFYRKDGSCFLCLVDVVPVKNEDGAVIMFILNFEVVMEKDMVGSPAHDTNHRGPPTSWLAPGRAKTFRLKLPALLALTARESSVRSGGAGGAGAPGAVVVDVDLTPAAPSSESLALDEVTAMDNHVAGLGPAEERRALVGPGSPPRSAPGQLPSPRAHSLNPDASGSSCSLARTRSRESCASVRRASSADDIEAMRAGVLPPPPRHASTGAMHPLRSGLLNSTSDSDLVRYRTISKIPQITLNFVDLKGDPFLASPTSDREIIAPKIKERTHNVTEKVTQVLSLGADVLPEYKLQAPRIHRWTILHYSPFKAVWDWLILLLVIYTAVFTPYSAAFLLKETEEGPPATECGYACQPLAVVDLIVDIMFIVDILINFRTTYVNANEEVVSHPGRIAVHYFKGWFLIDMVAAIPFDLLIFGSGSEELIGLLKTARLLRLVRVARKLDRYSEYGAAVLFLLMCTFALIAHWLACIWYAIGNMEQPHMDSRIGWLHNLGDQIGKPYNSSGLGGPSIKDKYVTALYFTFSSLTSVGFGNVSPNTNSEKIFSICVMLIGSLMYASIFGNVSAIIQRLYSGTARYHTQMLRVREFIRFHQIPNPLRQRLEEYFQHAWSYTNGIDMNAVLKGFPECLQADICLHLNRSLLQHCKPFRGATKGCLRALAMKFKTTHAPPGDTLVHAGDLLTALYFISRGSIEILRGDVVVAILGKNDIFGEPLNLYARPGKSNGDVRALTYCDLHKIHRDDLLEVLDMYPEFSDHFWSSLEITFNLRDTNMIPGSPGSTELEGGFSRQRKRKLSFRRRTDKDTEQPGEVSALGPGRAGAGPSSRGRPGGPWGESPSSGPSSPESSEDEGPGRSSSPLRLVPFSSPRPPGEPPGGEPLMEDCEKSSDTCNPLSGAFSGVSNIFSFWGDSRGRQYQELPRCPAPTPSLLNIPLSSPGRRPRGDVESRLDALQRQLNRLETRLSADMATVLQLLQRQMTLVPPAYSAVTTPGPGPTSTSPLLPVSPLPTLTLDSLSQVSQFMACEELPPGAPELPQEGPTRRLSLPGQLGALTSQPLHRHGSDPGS
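U2OS cells were transduced with wild-type KCNH2 virus (2.03 x 10^8 / mL) for 4 h at room temperature, then cultured overnight at 37 C. Thallium flux was read with FluxOr dye. Rate constants were normalized to DMSO controls.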
TCR act = Activators of T cell receptors: qHTS campaign | AID 504894, 2011 | 330,000 tested, under 10 active | primary human leukocytes, anti-CD3, IL-2 HTRF, 48 h | Potency, µM (doses to about 9.22 µM), for inactives: top-dose activation of IL-2 secretion, most hits filed as activators; also: % of control where 0% means no effect
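Human primary leukocytes + a-CD3 beads + cpd, 48 hr; IL-2 in supernatant by HTRF (ex 320nm / em 665nm). No co-stimulatory signal supplied.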
KCNH2 3.1 block = qHTS for Inhibitors of KCHN2 3.1: Mutant qHTS; actives 0.95% (n = 340,000); AID 720553, 2013; activity change, % (tested at about 1.8 µM); Potassium voltage-gated channel subfamily H member 2, brain isoform KCNH2 3.1 (human); U2OS KCNH2 3.1, thallium flux FluxOr; active compounds read low;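 active = maximum activity change below -70%; inconclusive = maximum activity change from -70% to -50%; inactive = maximum activity change above -50%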;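 also: thallium influx rate constant from kinetic fluorescence after stimulation buffer; % is scaled to controls: 0 for no effect and ±100 for the full control effect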
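Kinetic fluorescence (2 min after stimulation buffer) measures Tl+ influx through KCNH2 3.1 expressed by viral transduction in U2OS cells; the rate constant is normalized against DMSO controls serving as positive and negative references.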
USP2a inh = qHTS Assay for Inhibitors of Ubiquitin-specific Protease USP2a Using CHOP2 as the Reporter; Ubiquitin carboxyl-terminal hydrolase 2 (Homo sapiens), O75604; AID 463254, 2010; actives 0.01% (n = 330,000); USP2 core, Ub-CHOP2 coupled fluorogenic reporter, 485/531; Potency, µM (series often up to 38.3 µM), for the others: at the highest dose activity change, negative = inhibition, usual class: inhibitors;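 also: potency is read from the fitted curve at half-maximal effect; plate controls were DMSO wells for no effect and full inhibition by NEM control for full effect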
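Cell-free coupled assay: 10nM USP2 core preincubated 30min RT with compound in Tris-HCl pH 8.0/CaCl2/CHAPS buffer, then 25nM Ub-CHOP2 and 25nM reporter substrate; fluorescence (Ex 485/Em 531) read after 60min RT, normalized to NEM inhibition, concentration-response curves fitted.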
TRPV1 ag = HTS Assay for Compounds that Act as Agonists of the Vanilloid Receptor 1. TRPV1-expressing cells, Fluo-8 calcium influx, agonist mode. actives 0.19% (n = 320,000). Transient receptor potential cation channel subfamily V member 1 (Homo sapiens), Q8NER1. activation, % at 8.33 µM; in the data active = activation above about 80%; inconclusive = between about 30% and that limit; also: 0% is about no effect
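Cells expressing TRPV1 were dye-loaded with Fluo-8 and read kinetically: 10 s baseline, 3 min after compound (agonist portion), then 2 min after EC20 capsaicin (allosteric enhancer portion). Calcium-bound dye fluorescence at 480/520 nm.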
Mito fusion yeast = qHTS Assay for Small Molecule Inhibitors of Mitochondrial Division or Activators of Mitochondrial Fusion | S. cerevisiae fusion-defective mutant growth rescue, CellTiterGlo 48 h | Potency, µM (doses to about 46.1 µM), without a hit: at the top dose growth rescue (activation), usual class: activators | actives 0.23% (n = 320,000) | AID 485298, 2010;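 also: potency is read from the fitted curve at half-maximal effect; % of control where 0% means no effect; nearly all actives have a fitted effect of over 45% in size; temperature-sensitive fusion mutants such as fzo1-1 at 37 °C on non-fermentable ethanol glycerol medium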
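S. cerevisiae fusion-defective temperature-sensitive mutants (e.g. fzo1-1, mgm1-5) grown 48 h at 37C in YPEG (ethanol/glycerol non-fermentable) medium with 23 nl compound per well; growth rescue read as CellTiterGlo luminescence.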
* hit, by the source's call; ? = inconclusive; . = no result given; & = joins results of further samples; ! = not confirmed by another sample; [ ] = remark or other dose. Unless noted, calls follow the shape of the dose curve; as a rule, active = well fitted curve in the direction sought with a large enough effect; inconclusive = small, poorly fitted or top-dose-only effect, or another doubt; inactive = no such curve, though single readings can be large; an effect the other way counts as inactive or inconclusive. An excerpt; the hit share may differ from the screen's.

SMILES	TSHR antagonist	Eya2 phos inh	AT treatment	ELG1 repair inh	KCNH2 WT inh	TCR act	KCNH2 3.1 block	USP2a inh	TRPV1 ag	Mito fusion yeast
O=C(NCc1ccco1)c1cc(S(=O)(=O)N2CCOCC2)c(Cl)cc1Cl	-10.9	16.2%	-3.5%	?	0.7	7.4%	24.0	1.1%	1.7	-2.2%
Cc1ccc(S(=O)(=O)n2nnc3ccccc32)c(C)c1C	0.6	2.1%	-4.5%	7.5%	-5.1	4.3%	7.5	4.6%	-2.1	-0.5%
O=Cc1cn(CCC(=O)O)nc1-c1cccc2ccccc12	5.2	0.5%	0.7%	1.2%	-3.9	-4.1%	1.6	5.5%	11.8	-9.6%
O=C(COc1ccccc1)NC(=S)Nc1ccc(Br)cn1	-4.0	-7.4%	14.3%	4.0%	-0.4	2.6%	12.7	1.2%	-0.1	-4.9%
O=C(CN(Cc1ccc(Cl)c(Cl)c1)S(=O)(=O)c1ccccc1)N/N=C\c1ccc2c(c1)OCO2	5.2	0.2%	2.9%	?	-4.5	-3.0%	-11.1	0.7%	1.5	9.6%
Cc1cc(C)cc(NC(=O)CCn2c(=O)c3cccn3c3ccccc32)c1	-9.9	-15.3%	1.6%	-15.2%	4.2	8.0%	-1.2	2.3%	1.8	-2.1%
CCCCCCCCCCOC(=O)Cn1c(COc2ccc(OC)cc2)[n+](C)c2ccccc21	-6.4&-26.2	?	5.5%&7.9%	?	-116.4*!	0.3%&-1.4%	-93.4*!	?	2.6&2.9	-17.0%&-29.1%
O=C(Nc1cccc(F)c1)/C(=C\c1ccco1)NC(=O)c1cccs1	5.8	3.6%	-4.1%	12.0%	8.0	.	10.4	0.5%	1.7	-0.3%
CC(=O)Nc1ccc(NC(=O)COC(=O)CCNS(=O)(=O)c2c(Cl)cccc2Cl)cc1	25.1	-0.8%	-6.5%	21.1%	-3.2	2.5%	0.0	-1.6%	0.7	-3.6%
Brc1ccc(-c2cnnc(N3CCCC3)n2)cc1	-9.4	5.1%	6.0%	2.6%	4.9	3.8%	12.1	3.5%	?	12.6%
CCOc1ccc(N(CC(=O)OC)S(=O)(=O)c2c(C)noc2C)cc1	-2.1	21.2%	16.8%	9.4%	4.1	-35.6%	-7.6	0.1%	.	0.3%
CCN(CC)S(=O)(=O)c1ccc(C(C)NC(=O)C2CCCN2C(=O)c2cccs2)cc1 (stereo not drawn)	-12.9	0.1%	.	.	-8.5	-0.3%	17.4	0.3%	-1.5	0.0%
O=C(NCc1cccc(Cl)c1)c1ccc2nc[nH]c2c1	-7.0	-10.4%	4.6%	13.9%	1.9	4.8%[46.1 µM]	8.7	2.8%	0.4	-2.9%
O=C(CSc1nc(-c2ccccc2)nc2ccc(F)cc12)Nc1ccc(C(=O)O)cc1	8.2	11.0%	1.7%	19.0%	0.1	1.3%	-2.8	0.4%	16.6	5.4%
CC(=O)c1ccc(NC(=O)CNc2cc(S(=O)(=O)N3CCOCC3)ccc2N2CCCC2)cc1	-8.0	10.8%	-1.7%	-28.8%	6.5	6.3%	-2.1	1.9%	11.1	-2.5%
Brc1ccc(C2=CC(c3cccs3)n3ncnc3N2)cc1 (stereo not drawn)	-14.6	?	-2.7%	?	-28.2	-9.6%	-12.1	?	?	4.6%
CCN1C(=O)C2(C(C(=O)c3ccc(C)o3)=C(O)C(=O)N2CCCN(C)C)c2ccccc21 (stereo not drawn)	7.2	-1.2%	-9.9%	16.1%	4.2	-3.7%	-8.2	0.0%	0.2	7.3%
Cc1cccc(Nc2ccc([N+](=O)[O-])cn2)c1	-3.8	-1.8%	4.3%	?	5.4	.	0.8	0.3%	-0.8	-5.1%
Cc1c(NC(=O)C2CC=CCC2C(=O)O)c(=O)n(-c2ccccc2)n1C (stereo not drawn)	4.5	-0.3%	1.5%	3.5%	9.9	-5.7%	15.9	-6.0%	2.5	-1.0%
COc1ccccc1C(=O)N1CCN(Cc2nc(CC3CC3)no2)CC1	-3.6	-8.6%	-0.2%	-0.1%	6.6	6.1%	-2.7	4.0%	-0.6	6.3%
CCOC(=O)NC(=S)Nc1c(C)n(C)n(-c2ccccc2)c1=O	-5.7	-11.2%	-2.6%	3.2%	-10.4	3.2%	14.3	2.5%	0.0	-1.1%
CCOc1ccc(OCC)c(NC(=O)c2ccc(CNc3c(N4CCOCC4)c(=O)c3=O)cc2)c1	-2.4	-10.1%	2.3%	-15.4%	-10.4	-0.6%	-8.4	1.5%	-0.8	-1.1%
CC(C)c1ccc(C2CC(=O)N3CN(C)CSC3=C2C#N)cc1 (stereo not drawn)	-7.0	-10.6%	1.5%	-3.5%	10.9	4.1%	-7.6	-1.2%	0.9	1.8%
FC(F)(F)c1cnc(Oc2ccccc2-c2nnc(-c3ccc(Cl)cc3)o2)c(Cl)c1	-21.7	4.8%	-2.9%	?	3.8	5.0%	-36.9	5.4%	?	10.0%
c1ccc(CSc2nncn2-c2ccccn2)cc1	-11.9	3.5%	11.3%	18.7%	1.6	0.2%	0.9	1.9%	1.9	-0.7%
Cc1c(C(=O)Nc2ccccc2)sc2nc3n(c(=O)c12)CCCCC3	0.7	-9.7%	8.8%	?	-0.3	9.9%	-4.3	-0.8%	?	-2.1%
CCOC(=O)c1ccc(NC(=S)NC(=O)c2nn(CC)cc2Br)cc1	2.5	6.4%	9.7%	18.2%	-7.5	5.2%[46.1 µM]	-4.2	-1.0%	-4.0	-7.3%
Cc1cc(OCC(=O)Nc2ccncc2)cc(C)c1Br	-33.9	-0.9%	.	?	16.6	3.2%	-11.5	-0.7%	?	1.1%
O=C(Nc1cccc(Cl)c1)C1CCCN(S(=O)(=O)c2ccc(F)cc2)C1 (stereo not drawn)	-31.0	2.8%	-9.9%	?	3.8	-2.0%	0.8	-22.7%	2.7	16.3%
CC1=C(C(=O)OC(C)C)[C@@H](c2ccc(C)o2)NC(=O)N1	0.9	8.7%	-0.8%	0.9%	-4.9	2.8%	-27.3	0.3%	0.6	-0.7%

The closing two entries of the part above lead into the next:
SMILES	TSHR antagonist	Eya2 phos inh	AT treatment	ELG1 repair inh	KCNH2 WT inh	TCR act	KCNH2 3.1 block	USP2a inh	TRPV1 ag	Mito fusion yeast
O=C(Nc1cccc(Cl)c1)C1CCCN(S(=O)(=O)c2ccc(F)cc2)C1 (stereo not drawn)	-31.0	2.8%	-9.9%	?	3.8	-2.0%	0.8	-22.7%	2.7	16.3%
CC1=C(C(=O)OC(C)C)[C@@H](c2ccc(C)o2)NC(=O)N1	0.9	8.7%	-0.8%	0.9%	-4.9	2.8%	-27.3	0.3%	0.6	-0.7%
CCOc1ccc(-n2cc(C(=O)NCCOC)c3cc(OC)c(OC)cc3c2=O)cc1	0.3	-12.4%	7.6%	7.7%	-2.0	-1.2%	15.9	0.5%	-6.5	-16.3%
Cc1cccc(NC(=O)CN2C(=O)N/C(=C\c3cccn3-c3cccc(C(=O)O)c3)C2=O)c1	20.8	14.5%	-3.2%	18.1%	-10.9	2.0%	2.2	0.3%	5.2	3.0%
Cc1cccc(C(=O)NNS(=O)(=O)c2ccc(F)cc2)c1O	-12.3	2.3%	4.1%	-11.7%	-8.8	1.1%	8.8	-1.1%	3.7	11.8%
CN(C)CCCNS(=O)(=O)c1ccc(Cl)s1	0.3	4.9%	-1.1%	-3.8%	5.9	-4.8%	-9.2	-1.2%	3.0	-0.3%
C#CCOCCOCCOCCNc1nc(N2CCN(C(=O)CCCCCCCCCCNC(=O)[C@@H](CCSC)n3cc(CCO)nn3)CC2)nc(N2CCN(C(=O)CCCCCCCCCCNC(=O)[C@H]([C@@H](C)CC)n3cc(CCCCCN)nn3)CC2)n1	-8.6	-14.0%	5.1%	?	8.9	3.7%	9.5	-16.3%	-0.7	-5.7%
COC(=O)c1cc(-c2c[nH]c3ccccc23)n[nH]1	-85.5*	3.2%	1.5%	20.2%	2.9	1.8%	3.4	0.2%	0.1	0.8%

Compound activity from PubChem.
